High-throughput results as filed in PubChem.
Rtt109 HAT inh – C. albicans Rtt109 histone acetyltransferase inhibition. purified Rtt109/Vps75, ThioGlo CoA-SH fluorescence, 4 h. 330,000 tested, 0.16% active. Q5AAJ8. inhibition, % at 34.9 µM. AID 540336;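 active = inhibition of at least 50% in every replicate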
Target sequence (Q5AAJ8 whole entry, looked up): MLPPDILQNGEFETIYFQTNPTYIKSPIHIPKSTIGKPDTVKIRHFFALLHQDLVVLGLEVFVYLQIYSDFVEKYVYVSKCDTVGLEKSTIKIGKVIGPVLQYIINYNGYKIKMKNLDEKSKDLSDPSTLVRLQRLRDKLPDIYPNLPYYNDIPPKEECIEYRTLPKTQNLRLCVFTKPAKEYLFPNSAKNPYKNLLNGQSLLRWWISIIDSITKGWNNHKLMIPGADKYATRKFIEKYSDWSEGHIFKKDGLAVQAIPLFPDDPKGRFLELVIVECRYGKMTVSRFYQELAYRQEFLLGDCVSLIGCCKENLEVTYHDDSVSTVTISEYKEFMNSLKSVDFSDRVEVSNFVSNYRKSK
CAL PDZ FP – blocks peptide binding to human CAL PDZ domain. 330,000 tested, 0.02% active. inhibition, % at 20 µM. purified CAL PDZ, TMR-peptide fluorescence polarization, 1 h. Q9HD26. AID 504414;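 active = highest replicate inhibition of at least 40%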;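 note: plate controls were DMSO neutral control wells for no effect and unlabeled competitor peptide control wells for full effect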
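System: tagged CAL PDZ domain. Schedule: 1 h room-temperature incubation prior to read. Signal: fluorescence polarization (mP). Measure: percent inhibition from loss of millipolarization.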
PfHsp90 set2 – growth inhibition of yeast expressing Plasmodium Hsp90. S. cerevisiae expressing PfHsp90, BacTiter-Glo ATP, 48 h; yeast lacking PDR1 and PDR3 efflux regulators. inhibition, % at 9.4 µM. AID 504621. 310,000 tested, 0.32% active;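 active = every replicate shows inhibition above about 80%, whatever the replicate mean, limit read from the data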;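 note: 0% = DMSO neutral controls and 100% = 20 µM radicicol positive controls; yeast relying on Plasmodium falciparum Hsp90 in place of its own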
phage Ecoli inh – E. coli growth loss with phage present; growth absorbance; inhibition, % at 11.9 µM; 360,000 tested, 0.26% active; AID 651602; in the data active = inhibition above about 11%
Tat transport – E. coli Tat transport inhibition | E. coli MC4100 TorA-mCherry Tat export, fluorescence | inhibition, % at 10 µM | 340,000 tested, 0.036% active;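 active = mean replicate inhibition at least 50% and at least half of replicates individually reaching 50%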;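 note: exported cargo escapes ClpAP degradation while cytoplasmic cargo is degraded and loses fluorescence; 0% = median of neutral control wells and 100% = median of NaSCN control wells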
PvdQ acylase – blocks Pseudomonas aeruginosa PvdQ acylase activity; inhibition, % at 10 µM; purified PvdQ acylase, fluorescence plate reader; 340,000 tested, 0.063% active; in the data active = inhibition above about 30%, passing the limit was not always enough;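 note: 0% = vehicle neutral wells and 100% = reference inhibitor wells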
AddAB inh – less growth of phage-infected E. coli with AddAB; E. coli expressing H. pylori AddAB, absorbance growth; inhibition, % at 11.9 µM; 330,000 tested, 0.29% active; in the data active = inhibition above about 12%;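 note: 0% = vehicle wells of infected cells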
Ecoli viability – bacterial growth inhibition, counter-screen for AddAB inhibitors; E. coli V3065 growth, OD600 absorbance, 18 h; inhibition, % at 11.9 µM; AID 449728; 330,000 tested, 0.27% active;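 active = inhibition above the campaign's mean inhibition across all tested compounds plus 3 SD, cut at about 9.9% in these data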;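 note: uninfected addAB+ strain grown without phage in ampicillin broth; 0% = DMSO wells and 100% = ciprofloxacin 0.95 µg/ml wells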
DAGLB inh – blocks human DAGLB lipase activity | Q8NCG7 | HEK293T DAGLB membrane lysate, EnzChek fluorogenic substrate | inhibition, % at 5.17 µM | 340,000 tested, 0.059% active; in the data active = inhibition above about 34%;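 note: 0% = enzyme with vehicle and 100% = wells lacking enzyme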
Target sequence (Q8NCG7 whole entry, looked up): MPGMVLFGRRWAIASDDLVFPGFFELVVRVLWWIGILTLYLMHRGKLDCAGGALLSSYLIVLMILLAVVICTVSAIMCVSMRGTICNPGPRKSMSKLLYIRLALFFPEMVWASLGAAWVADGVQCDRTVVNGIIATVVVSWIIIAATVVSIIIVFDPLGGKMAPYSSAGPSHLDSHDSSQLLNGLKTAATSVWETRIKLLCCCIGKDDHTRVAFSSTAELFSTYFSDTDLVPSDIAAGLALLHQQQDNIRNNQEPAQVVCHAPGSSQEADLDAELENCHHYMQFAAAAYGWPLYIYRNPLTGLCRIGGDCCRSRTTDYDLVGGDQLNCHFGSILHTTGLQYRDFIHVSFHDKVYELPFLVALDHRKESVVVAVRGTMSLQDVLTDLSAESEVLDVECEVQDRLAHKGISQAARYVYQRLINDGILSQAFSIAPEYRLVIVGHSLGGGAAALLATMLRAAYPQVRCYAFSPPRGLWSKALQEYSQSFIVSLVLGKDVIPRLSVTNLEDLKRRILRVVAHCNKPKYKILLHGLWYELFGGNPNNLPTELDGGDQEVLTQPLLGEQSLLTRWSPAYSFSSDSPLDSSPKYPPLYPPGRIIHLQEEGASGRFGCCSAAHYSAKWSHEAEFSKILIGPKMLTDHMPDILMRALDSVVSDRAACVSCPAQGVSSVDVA
Wnt bcat act – Wnt/beta-catenin pathway activation | AID 743398 | activation, % at 9.35 µM | Wnt/beta-catenin reporter cell assay, activator, plate reader | 300,000 tested, 1.2% active; in the data active = activation above about 30%, passing the limit was not always enough;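 note: 0% = neutral control wells and 100% = positive control wells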
* = called active by the depositor; . = not tested or not shown; & = joins results of further samples. Random draw from the library; overall some 1.9% were active at least once.

SMILES | Rtt109 HAT inh | CAL PDZ FP | PfHsp90 set2 | phage Ecoli inh | Tat transport | PvdQ acylase | AddAB inh | Ecoli viability | DAGLB inh | Wnt bcat act
CC(C)CC(=O)NC(=S)Nc1nc(-c2cccc3ccccc23)cs1 | 11 | -3.1 | -4 | 0.5 | 4 | 8 | -0.8 | -1.2 | -13 | -2
Cn1c(CSCc2ccc(Cl)c(Cl)c2)n[nH]c1=S | 3 | -0.1 | . | 3.6 | -2 | -6 | 2.7 | 2.2 | 0 | 2
CN(CC(=O)NC1CC(C)(C)NC(C)(C)C1)S(=O)(=O)c1cc(Cl)ccc1Cl | -33 | -1.1 | -16 | 3.8 | -14 | -16 | 1.1 | 1.2 | 0 | 0
Cc1ccc(S(=O)(=O)Nc2ccc3nc(-c4cccn4C)[nH]c3c2)cc1 | 12 | -2.5 | -1 | 2.2 | 1 | -9 | 0.8 | -0.9 | 2 | 11
CCCc1cc(=O)oc2c(C)c(OCC(=O)N3CCC(C(=O)O)(c4ccccc4)CC3)ccc12 | -6 | 0.4 | 5 | 1.2 | 2 | -3 | 1.7 | 0.8 | 0 | -6
O=C(c1cccc(S(=O)(=O)Nc2ccccc2Cl)c1)N1CCCCCC1 | -4 | 0.6 | 7 | 0.7 | -6 | -19 | 1.6 | 0.5 | 0 | 0
Cc1ccc(OCCNC(=O)c2ccc(NC(=O)CC3SC(N4CCCC4)=NC3=O)cc2)cc1 (stereo unspecified) | -7 | -2.7 | . | 3.4 | -4 | -11 | -1.0 | -2.1 | -1 | 0
CCOC(=O)Cc1csc(NC(=O)CC(C)(C)C)n1 | -2 | -1.6 | 6 | 0.9 | 2 | -12 | 0.6 | -1.1 | -3 | 0
Cc1ccc(-c2nc3cccnc3o2)cc1NC(=O)COc1ccc(Cl)cc1C | 6 | -0.5 | -11 | 0.2 | 2 | 4 | -1.6 | 0.6 | -8 | -1
CC(C)(C)c1nnc2sc(SCCN3C(=O)c4ccccc4C3=O)nn2c1=O | 7 | -1.3 | . | 2.8 | -5 | -14 | 1.6 | 2.4 | 0 | 2
Cc1ccc(C)c(N2CCN(C(=O)CCS(=O)(=O)c3ccc4c(c3)NC(=O)CO4)CC2)c1 | 33 | 0.2 | -2 | 0.6 | -1 | 2 | 1.9 | -2.4 | 3 | -6
CN(C(=O)c1ccc(COc2ccccc2Br)o1)c1ccccc1 | . | -3.0 | -9 | 1.0 | 3 | -2 | 2.0 | -1.4 | -5 | -2
OC1(c2cccs2)CN(c2ccc(Cl)cc2)C2=[N+]1CCCC2 (stereo unspecified) | -8 | -0.2 | 32 | 2.0 | -3 | -8 | 0.7 | -1.7 | 1 | -2
Cc1cccc(N(CC(=O)NC2CCCC2)C(=O)c2cc3cc4cccc(C)c4nc3s2)c1C | 0 | -4.4 | -22 | 0.0 | 8 | -9 | 0.3 | 1.1 | -1 | -15
COc1ccc(C(=O)NC(=S)NCc2cccnc2)cc1OC | -2 | -0.2 | 7 | 5.0 | -13 | -10 | -1.0 | -3.6 | -3 | -2
COc1cc(C#Cc2c(-c3cncn3C)n(C)c3ccc(-c4cc(OC)c(OC)c(OC)c4)cc23)cc(OC)c1 | -4 | -0.5 | 12 | -0.9 | -6 | 7 | 0.1 | -1.1 | 0 | -8
Cc1ccccc1N(CC(=O)Nc1ccccc1C(=O)NCc1ccco1)S(=O)(=O)c1ccccc1 | 8 | -0.5 | -6 | 3.0 | 1 | 9 | 2.1 | 0.6 | -2 | .
CCCCN1C(=O)C(O)(CC(=O)c2c(C)coc2C)c2ccccc21 (stereo unspecified) | 1 | -0.9 | 11 | 6.0 | 6 | -4 | 0.8 | -0.5 | 0 | -1
O=C(CSc1nnc(COc2ccccc2)o1)Nc1ccc(F)cc1 | -9 | -0.9 | 23 | 3.3 | 2 | -15 | 3.9 | -0.7 | -1 | 25
COCCCn1c(SCC(=O)Nc2ccc(NC(C)=O)cc2)nc2sc3c(c2c1=O)CCC3 | 10 | -2.8 | -13 | 1.1 | 3 | 6 | -0.2 | 0.6 | -1 | -7
O=C1N[C@@H](c2ccccc2)COC(=O)[C@H](Cc2ccc(F)cc2)C/C=C\C[C@@H]1CC(=O)N(CCO)Cc1ccccc1 | 8 | -0.5 | -6 | -0.9 | -3 | -7 | 0.6 | -0.5 | 2 | -1
CCOC(=O)c1sc(Nc2cccc(Cl)c2)nc1C | -12 | -0.1 | 0 | 1.5 | 0 | 22 | 0.5 | 1.0 | -7 | 18
COc1ccc(CNC(=O)COc2ccc(Br)c(C)c2)cc1 | -11 | 1.6 | -21 | 2.0 | 13 | -8 | -0.2 | -1.2 | -7 | 3
O=C(O)CCSc1ccc2ccccc2n1 | 13&10 | -2.1 | 17 | 4.3 | 6&-4 | -8&-1 | 2.9&1.6 | 0.8&-0.8 | 0&-1 | 0
COc1ccc2c(c1OC)C(=O)N1C2SC(C)(C)[C@H]1C(=O)NC(C)C (stereo partly specified) | 4 | -1.7 | -6 | 3.5 | 5 | -11 | 1.2 | -0.5 | -1 | -3

Just Rtt109 HAT inh, for five of the compounds above:
Molecule	Rtt109 HAT inh
Cc1ccc(S(=O)(=O)Nc2ccc3nc(-c4cccn4C)[nH]c3c2)cc1	12
Cn1c(CSCc2ccc(Cl)c(Cl)c2)n[nH]c1=S	3
CC(C)(C)c1nnc2sc(SCCN3C(=O)c4ccccc4C3=O)nn2c1=O	7
CC(C)CC(=O)NC(=S)Nc1nc(-c2cccc3ccccc23)cs1	11
COc1ccc2c(c1OC)C(=O)N1C2SC(C)(C)[C@H]1C(=O)NC(C)C (stereo partly specified)	4

Given with two lines to a compound: part of the list above
Every second line gives: Rtt109 HAT inh, CAL PDZ FP, PfHsp90 set2, phage Ecoli inh, Tat transport, PvdQ acylase, AddAB inh, Ecoli viability, DAGLB inh, Wnt bcat act
Cc1ccc(C)c(N2CCN(C(=O)CCS(=O)(=O)c3ccc4c(c3)NC(=O)CO4)CC2)c1
    33, 0.2, -2, 0.6, -1, 2, 1.9, -2.4, 3, -6
CN(C(=O)c1ccc(COc2ccccc2Br)o1)c1ccccc1
    ., -3.0, -9, 1.0, 3, -2, 2.0, -1.4, -5, -2
OC1(c2cccs2)CN(c2ccc(Cl)cc2)C2=[N+]1CCCC2 (stereo unspecified)
    -8, -0.2, 32, 2.0, -3, -8, 0.7, -1.7, 1, -2
Cc1cccc(N(CC(=O)NC2CCCC2)C(=O)c2cc3cc4cccc(C)c4nc3s2)c1C
    0, -4.4, -22, 0.0, 8, -9, 0.3, 1.1, -1, -15

Entries of single compounds from above. Order of screens: Rtt109 HAT inh	CAL PDZ FP	PfHsp90 set2	phage Ecoli inh	Tat transport	PvdQ acylase	AddAB inh	Ecoli viability	DAGLB inh	Wnt bcat act
Listed for `Cc1ccc(C)c(N2CCN(C(=O)CCS(=O)(=O)c3ccc4c(c3)NC(=O)CO4)CC2)c1` : 33	0.2	-2	0.6	-1	2	1.9	-2.4	3	-6
Listed for `COc1ccc2c(c1OC)C(=O)N1C2SC(C)(C)[C@H]1C(=O)NC(C)C` (stereo partly specified) : 4	-1.7	-6	3.5	5	-11	1.2	-0.5	-1	-3

New compounds follow
SMILES | Rtt109 HAT inh | CAL PDZ FP | PfHsp90 set2 | phage Ecoli inh | Tat transport | PvdQ acylase | AddAB inh | Ecoli viability | DAGLB inh | Wnt bcat act
CC(C)(C)C(=O)Nc1ccccc1C(=O)Nc1cccnc1 | -4 | -0.3 | 3 | 1.6 | -9 | -2 | 1.0 | 1.9 | -1 | 5
COC(CN(C)S(=O)(=O)c1cc2c3c(c1)CCN3C(=O)CC2)OC | -2 | -0.5 | -17 | 0.4 | 2 | -11 | 3.7 | 1.1 | -1 | 1
COc1ccc(C(OC(=O)c2ccco2)C(=O)NC2CCCCC2)cc1OC (stereo unspecified) | -2 | -0.6 | . | 2.2 | -5 | -2 | 1.3 | -0.5 | 3 | -3
COc1cccc(CN2CC(C(=O)NCCc3ccccc3C(F)(F)F)CCC2=O)c1 (stereo unspecified) | 5 | -0.6 | 3 | 2.1 | -3 | -3 | -0.8 | -0.4 | -2 | 0
O=C(COC(=O)CNS(=O)(=O)c1ccccc1)Nc1ccc(Cl)cn1 | -8 | 0.6 | 3 | 3.3 | 0 | -9 | -2.4 | -0.6 | -5 | .
NC(=O)OCC(COC(N)=O)c1ccccc1 | 0&-5 | 1.0&-0.9 | -5&20 | 3.2&1.5 | 4&-2 | -10&0 | -2.9&-1.6 | -2.9&-2.2 | 0&3 | -2&-2
COC(=O)c1ccc(C(=O)OC)c(NC(=O)CN2CCN(c3ccccc3)CC2)c1 | 2 | -1.6 | -6 | -1.4 | 4 | -5 | -1.3 | -0.4 | -3 | -2
COc1ccc(C(=O)Cc2ccc3c(c2)OCO3)c(O)c1 | 0 | -2.1 | 5 | 1.2 | 5 | -10 | 2.0 | -0.5 | -7 | 37*
O=C1OCC(CO)(CO)N=C1NNc1ccc(Cl)c(Cl)c1 | 3 | -1.2 | 101* | 7.0 | 1 | -8 | 0.7 | -0.8 | 2 | -2
Cc1nn(CCCC(=O)NCc2ccccc2)c(=O)c2nn(-c3ccccc3)c(C)c12 | -8 | -1.4 | 9 | 2.7 | -6 | 4 | 2.4 | -0.8 | 3 | -1
Cc1ccc(C)c(N(CC(=O)NC2CCCC2)C(=O)CCCC(=O)Nc2ccccn2)c1 | -7 | . | 26 | 2.4 | -5 | -18 | . | . | 0 | .
O=C1CSc2ccc(S(=O)(=O)N3CCN(c4ccccc4F)CC3)cc2N1 | 21 | -0.2 | -9 | 3.2 | 5 | -5 | 3.2 | -1.2 | 4 | -3
COc1ccc(C2COC(=O)C2=N)c(NC(=O)c2ccc(Cl)cc2)c1 (stereo unspecified) | 8 | -2.6 | 25 | 3.3 | 5 | -10 | 0.5 | 1.4 | -1 | -1
CN(C)Cc1cnc2ccc(Cl)cn12 | 4 | -0.5 | -14 | 2.1 | -2 | -6 | 0.5 | 1.6 | 1 | -1
COc1ccc(C(=O)Nc2ccc(/C(C)=N/NC(=O)c3ccncc3)cc2)cc1 | -4 | -0.6 | 7 | 2.9 | -4 | -7 | 2.0 | -0.2 | 1 | 26
Cc1noc(C)c1CSc1nnc(-c2ccccc2)n1N | 10 | -1.3 | -28 | 1.4 | -2 | -11 | 2.9 | -0.9 | 0 | .
Cc1ccc(S(=O)(=O)NCC(=O)OC2CCOC2=O)cc1 (stereo unspecified) | 7 | . | 14 | 1.2 | -3 | -10 | -0.9 | 1.6 | 0 | .
Cc1cc2nc(-c3cc(N4CCOCC4)ccc3[N+](=O)[O-])ccn2n1 | 2 | 0.3 | . | -1.1 | -4 | -4 | 2.5 | -0.3 | 0 | -1
CCCCn1c(=O)[nH]c(=O)c2c1nc(-c1ccc(OC)c(Br)c1)n2CC(C)C | 5 | -3.1 | 16 | 1.2 | 12 | -20 | 4.2 | -1.3 | 2 | 0
NC(=O)Cn1nnc(-c2ccc(CN3CCCCC3)cc2)n1 | -11 | -0.3 | 5 | 2.0 | 3 | -9 | 4.3 | 1.1 | -2 | -1
Cc1ccc(CNC(=O)CC2Sc3ccccc3NC2=O)cc1 (stereo unspecified) | 18 | -1.9 | 11 | -2.8 | -2 | 7 | 3.5 | -3.5 | -2 | -1
COC(=O)c1cc2n(n1)CCN(Cc1ccc(OC)cc1)C2=O | -3 | -0.6 | 48 | 2.1 | -11 | -11 | 1.3 | -0.8 | 0 | .
COc1ccc(-c2cn3cccc(C)c3n2)cc1F | -3 | -3.9 | 3 | 4.8 | -1 | -3 | -1.2 | -0.7 | -3 | 33*
CCOC(=O)c1ccc(NC(=O)CCC(CC)C(=O)O)cc1 (stereo unspecified) | -7 | . | -3 | 1.3 | -9 | 10 | 1.6 | -1.7 | -1 | 1
C/C(Nc1ccccc1)=C(/C#N)C(N)=O | 5 | -0.9 | . | 2.1 | 3 | 2 | 3.2 | 3.7 | 1 | .
